# TEAD-YAP inh: TEAD-YAP interaction inhibition. inhibition, % at 9.12 µM. 640,000 tested, 1.4% active. AID 1259422. HEK-TIYL cells, TEAD-Gal4/YAP UAS-luciferase luminescence; in the data active = inhibition above about 32%;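 note: 0% = median of test compound wells and 100% = reference inhibitor wells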
# MITF inh: inhibitors of human MITF | O75030 | AlphaScreen MITF homodimerization, bead proximity signal | inhibition, % at 2.6 µM | 650,000 tested, 0.91% active; in the data active = inhibition above about 50%;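 note: 0% = vehicle wells with protein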
# Target sequence (O75030 whole entry, looked up): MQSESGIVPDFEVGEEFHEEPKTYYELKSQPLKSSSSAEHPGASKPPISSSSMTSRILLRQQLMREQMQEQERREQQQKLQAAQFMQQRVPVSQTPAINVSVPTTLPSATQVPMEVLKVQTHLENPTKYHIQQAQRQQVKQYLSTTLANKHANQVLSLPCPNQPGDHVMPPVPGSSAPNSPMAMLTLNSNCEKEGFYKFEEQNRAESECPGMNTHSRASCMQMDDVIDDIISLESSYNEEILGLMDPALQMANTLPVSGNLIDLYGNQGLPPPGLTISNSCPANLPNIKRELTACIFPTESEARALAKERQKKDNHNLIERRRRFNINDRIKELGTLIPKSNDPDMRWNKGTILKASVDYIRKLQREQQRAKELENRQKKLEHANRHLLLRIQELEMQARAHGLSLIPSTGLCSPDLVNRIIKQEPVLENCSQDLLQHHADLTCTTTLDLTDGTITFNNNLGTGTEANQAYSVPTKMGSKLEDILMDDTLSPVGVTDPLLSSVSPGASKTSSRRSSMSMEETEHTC
# GPR151 activ: activators of human GPR151; Q8TDV0; PathHunter beta-arrestin GPR151 cells, luminescence; activation, % at 11.2 µM; 650,000 tested, 1% active; AID 1508602; in the data active = activation above about 4.9%;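 note: 0% = median of compound wells and 100% = cells with positive control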
# Target sequence (Q8TDV0 whole entry, looked up): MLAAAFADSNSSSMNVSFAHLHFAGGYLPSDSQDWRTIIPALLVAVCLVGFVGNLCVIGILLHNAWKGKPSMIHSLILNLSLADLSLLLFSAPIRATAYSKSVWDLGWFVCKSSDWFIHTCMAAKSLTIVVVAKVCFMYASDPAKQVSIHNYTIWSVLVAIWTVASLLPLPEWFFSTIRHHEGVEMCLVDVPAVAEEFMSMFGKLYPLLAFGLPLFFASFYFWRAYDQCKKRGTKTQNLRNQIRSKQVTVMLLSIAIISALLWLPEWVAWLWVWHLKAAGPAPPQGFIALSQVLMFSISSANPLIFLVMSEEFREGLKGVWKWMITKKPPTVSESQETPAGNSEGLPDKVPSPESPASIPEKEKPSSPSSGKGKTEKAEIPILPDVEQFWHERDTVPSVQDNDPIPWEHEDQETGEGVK
# FBW7 activator: activators of human E3 ligase FBW7; Q969H0; AlphaScreen FBW7–phospho-cyclin E peptide binding, activator screen; normalized activity (activation), % at 26.1 µM; 650,000 tested, 0.13% active; in the data active = normalized activity above about 1.9%;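 note: purified mutant Fbw7 with reduced substrate affinity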
# The depositor's hits bear a star; & = joins results of further samples. This is a random part of the collection; any-hit rate near 3.5%.
SMILES,TEAD-YAP inh,MITF inh,GPR151 activ,FBW7 activator
Cc1ccc(/C=N/NC(=O)c2ccccn2)s1,5,13,-4.9,0.0
COc1ccc(/C(O)=C2/C(=O)C(=O)N(CCN(C)C)C2c2ccc(OC)cc2)cc1 (stereo unspecified),-4,-13,-1.2,0.0
O=C(COC(=O)c1sc2cc(F)ccc2c1Cl)NCCCN1CCCC1=O,8,9,1.4,0.1
COC(=O)C(C)Sc1nnc2[nH]c(=O)c(C)c(C)n12 (stereo unspecified),1,17,-1.5,1.5
CSC1=NCCN1S(=O)(=O)c1ccccc1,-9,10,-1.3,-0.1
O=C(Nc1cccc(-c2nc3ccccc3o2)c1)c1ccc(-c2ccccc2[N+](=O)[O-])o1,-11,21,-1.7,-0.3
CC(=O)N(Cc1ccccc1)c1ncc2c(n1)c(=O)c(C#N)c1ccccn12,8,-9,1.3,-0.4
c1ccc(N2CCN(c3ncnc4sccc34)CC2)nc1,32,11,3.7,0.0
Cc1cccc(NC(=O)COc2cccc3ccc(N4CCCC4)nc23)c1C,17,0,2.8,0.0
COc1ccccc1/C=N/n1c(C)nc2sc3c(c2c1=O)CCCC3,-4,-6,1.9,0.0
COc1cccc(CC(=O)N2CC[C@@H]3[C@H](CCCN3C(=O)CC3=CCCCC3)C2)c1,13,13,0.5,0.2
CCCCC1CCC(C(=O)C2CCC(c3ccccc3)C2)CC1 (stereo unspecified),8,-3,2.3,-0.1
COC(=O)c1ccc(OC(=O)CN2C(=O)c3cccc([N+](=O)[O-])c3C2=O)cc1,4,9,2.4,0.5
Cc1ccc(C(=O)[C@H]2[C@H](c3ccc(F)cc3)C(C#N)(C#N)[C@@H]3c4ccccc4C=CN32)cc1,-22,8,-2.7,0.3
CCCOc1ccc(N2C(=O)CC(NCCCc3ccccc3)C2=O)cc1 (stereo unspecified),-8,-2,6.1*,0.0
O=C1NN(c2ccc(Cl)c(Cl)c2)C(=O)/C1=C/c1ccccc1O,-10,6,2.7,0.0
O=C(O)CCCCC1CCSS1 (stereo unspecified),-10,-7&-14,0.6&0.4,-0.1
COc1ccc(CCNc2nc(-c3cccs3)nc3c2ncn3-c2ccccc2)cc1,7,5,-1.2,-0.1
CCCCc1c(C)nc2ccccc2c1SC(N)N,-9,2,-0.3,-0.2
C/C=C1\NC(=S)N(c2ccccc2)C1=O,-2,5,1.1,-0.1

# The final six compounds of the section before open the next one.
SMILES,TEAD-YAP inh,MITF inh,GPR151 activ,FBW7 activator
CCCOc1ccc(N2C(=O)CC(NCCCc3ccccc3)C2=O)cc1 (stereo unspecified),-8,-2,6.1*,0.0
O=C1NN(c2ccc(Cl)c(Cl)c2)C(=O)/C1=C/c1ccccc1O,-10,6,2.7,0.0
O=C(O)CCCCC1CCSS1 (stereo unspecified),-10,-7&-14,0.6&0.4,-0.1
COc1ccc(CCNc2nc(-c3cccs3)nc3c2ncn3-c2ccccc2)cc1,7,5,-1.2,-0.1
CCCCc1c(C)nc2ccccc2c1SC(N)N,-9,2,-0.3,-0.2
C/C=C1\NC(=S)N(c2ccccc2)C1=O,-2,5,1.1,-0.1
OCC#CCSc1nc2ccccc2s1,-37,-3,0.2,0.0
Cc1nc(N2CCC(C(=O)NCC3CCOCC3)CC2)nc2cc3c(cc12)CCC3,-25,-7,0.3,0.1
COc1cc(OC)cc(-n2c(SCCN3CCCCC3)nnc2-c2cccnc2)c1,9,-5,1.4,-0.1
COc1ccc(CNC(=O)c2cc(-c3ccc(O)cc3)on2)cc1,38*,3,-0.3,-0.1
O=C(Cn1cnc2c(cnn2-c2ccccc2Cl)c1=O)Nc1cccc(C(F)(F)F)c1,3,11,1.8,0.0
CCN1C(=O)CC(C(=O)OC)C12CCN(Cc1ccc(Oc3ncccn3)cc1)CC2 (stereo unspecified),3,1,-0.7,-0.1
CN(C)S(=O)(=O)N1CCC(CO)(CCc2ccccc2)CC1,1,-2,0.0,-0.1
CN(C)c1ccc2nc3c(=O)[nH]c(=O)nc-3n(CC(O)C(O)C(O)CO)c2c1 (stereo unspecified),19,36,-0.8,-0.5
CCOC(=O)C1=C(C)N=c2s/c(=C\c3ccc(Cl)cc3)c(=O)n2C1c1cccc(OC)c1 (stereo unspecified),-3,-2,1.6,0.0
CC(C)N(CCNC(=O)c1ccnc(Nc2ccc(N3CCOCC3)cc2)c1)C(C)C,-5,4,-0.3,-0.2
Oc1cccc(-c2cnn3c(NCC4CC4)ccnc23)c1,98*,-7,-1.2,0.1
COc1ccccc1NC(=O)N1CCN(c2ccc(-c3noc(C)n3)cn2)CC1,5,1,-1.1,0.4
Cc1ccnc2nc(C(=O)Nc3ccc(C(F)(F)F)cc3)nn12,14,8,-5.3,0.1
CCS(=O)(=O)n1nc(NCc2ccc(Cl)cc2)nc1NCc1ccc(Cl)cc1,-25,-8,1.3,-0.1
O=C(NC1CCCC1)C1CCCN1S(=O)(=O)c1cccc2cccnc12 (stereo unspecified),0,-1,1.1,0.0
COc1cccc(COC(=O)c2nnn(-c3ccc(F)cc3)c2C)c1,-4,-9,2.7,-0.1
CC[C@H](C)[C@H](NC(=O)c1ccc(Cl)cc1)C(=O)OCC(=O)Nc1ccc(C(C)=O)cc1,-15,8,1.7,-0.1
Cc1cccc(NC(=O)c2cc3c(=O)[nH]c4ccccc4c3n2C)n1,-3,13,-0.2,0.5
CCOC(=O)c1c(NC(=O)c2ccc(S(=O)(=O)N3CCCCCC3)cc2)sc2c1CCC2,-17,-2,0.8,-0.2
Cc1ccc2nc(N3CCN(C(=O)CCCC(=O)O)CC3)nc(-c3ccccc3)c2c1,0,-13,-0.2,0.0
O=C(NCCc1ccccc1)c1ccc(Sc2ccc(F)cc2)c([N+](=O)[O-])c1,-2,-2,0.4,0.0
Cc1ccccc1NS(=O)(=O)c1c[nH]c2ccc([N+](=O)[O-])cc12,-7,13,0.0,0.1
Cn1c(=O)c2c(nc(N3CCOCC3)n2CC(=O)c2ccc(Br)cc2)n(C)c1=O,6,8,-0.2,-0.1
CCN1CCCC1CNC(=O)c1sc2ncnc(N(C)c3ccccc3)c2c1C (stereo unspecified),-5,-4,-1.1,-0.1
Cc1onc(-c2ccccc2Cl)c1C(=O)N1CCN(c2ccc([N+](=O)[O-])cc2Cl)CC1C (stereo unspecified),-9,-5,-1.3,-0.1
Nn1c(SCC(=O)Nc2ccc(F)cc2F)nnc1-c1cccnc1,5,6,-0.1,0.1
Nc1ccc(N)c(S(=O)(=O)Nc2ccccc2Cl)c1,6,-14,1.3,0.1
Cc1c(C(=O)n2ccnc2C)cccc1[N+](=O)[O-],-6,4,-0.9,-0.1
CCCCCn1c(CN2CC(C)OC(C)C2)nc2c1c(=O)n(C)c(=O)n2C (stereo unspecified),13,2,0.5,0.1
O=C(NCC1CCC2(CCN(Cc3ccc4ccccc4c3)CC2)O1)c1ccco1 (stereo unspecified),-6,0,-0.1,-0.1
O=C(Nc1ccc(I)cc1)Nc1ccc2c(c1)OCO2,-30,-1,5.8*,0.0
CCCNC(=O)C(=O)NCc1ccc(Cl)cc1,-11,2,-0.4,-0.1
Cc1c(C(=O)C(=O)NCC(C)C)c2ccccc2n1C,-2,1,0.7,-0.1
Cc1c(C(=O)OCC2CCCO2)[nH]c2c1C(=O)CC(c1ccc(N(C)C)cc1)C2 (stereo unspecified),4,14,0.6,0.2
Cc1ccc(OC(C)C(=O)NC(C)(C#N)C(C)C)cc1 (stereo unspecified),-10,8,0.9,-0.1
CCOC(=O)C1=C(O)/C(=C\c2ccccn2)N=C1C,6,16,1.9,-0.2
CCn1cc(CNC(=O)c2c(-c3c(Cl)cccc3Cl)noc2C)c(C)n1,-18,-7,1.0,0.0
COc1ccc(C=O)cc1OC(=O)c1ccc(Br)o1,0,-7,-1.0,-0.2
COc1ccccc1Nc1nc2ccc(Cl)cc2n2nnnc12,-4,-3,-1.2,-0.1
COC(=O)c1cccc(C(=O)N2CCCC(N3CCN(c4ccc(OC)cc4)CC3)C2)c1 (stereo unspecified),1,-2,1.0,0.1

# Gathered by group, those above containing a cyano group.
SMILES,TEAD-YAP inh,MITF inh,GPR151 activ,FBW7 activator
CC(=O)N(Cc1ccccc1)c1ncc2c(n1)c(=O)c(C#N)c1ccccn12,8,-9,1.3,-0.4
Cc1ccc(C(=O)[C@H]2[C@H](c3ccc(F)cc3)C(C#N)(C#N)[C@@H]3c4ccccc4C=CN32)cc1,-22,8,-2.7,0.3
Cc1ccc(OC(C)C(=O)NC(C)(C#N)C(C)C)cc1 (stereo unspecified),-10,8,0.9,-0.1

# Continuation.
SMILES,TEAD-YAP inh,MITF inh,GPR151 activ,FBW7 activator
Cc1cccn2c(=O)cc(OCC(=O)Nc3ccc4c(c3)OCCO4)nc12,8,14,-2.4,0.3
COc1cc(Cc2nccc3cc(OC)c(OC)cc23)c(NC(=O)c2ccccc2SC)cc1OC,-12,-18,-0.3,0.0
COc1cc2cc(CN(Cc3ccco3)C(=O)NCc3ccccc3)c(=O)[nH]c2cc1OC,-1,-1,-0.8,0.0
COc1ccc(C2/C(=C(\O)c3ccc(F)cc3)C(=O)C(=O)N2c2nnc(C)s2)cc1 (stereo unspecified),-23,1,-3.0,-0.1
CCCNc1nc(Nc2ccc(N3CCOCC3)cc2)nc2c1ncn2-c1ccccc1,22,10,0.8,0.0
COc1ccc(C(CNC(=O)c2ccc(Br)cc2)N(C)C)cc1 (stereo unspecified),6,10,0.8,0.0
CC(C)N(CC1CCC(=O)N1)c1nc2nonc2nc1N1CCCCCC1 (stereo unspecified),3,1,-0.4,-0.1
O=C(CCn1c(=O)c2cccn2c2cccnc21)Nc1c(F)cc(F)cc1Br,-6,6,-2.2,-0.1
O=C(NCc1ccccc1Cl)c1ccc2c(=O)n(Cc3ccccc3)c(=S)[nH]c2c1,-2,26,-0.8,0.1
Cc1cc(Nc2nc3ccccc3n3nnnc23)n(-c2ccc([N+](=O)[O-])cc2)n1,29,1,-1.1,-0.2
COc1ccc(OC)c(/C=C(\C#N)C(=O)Nc2ccc([N+](=O)[O-])cc2C)c1,-4,-8,-0.6,-0.3
Cc1n(N)c2ccccc2[n+]1CC(=O)c1ccc(Cl)cc1,9,3,1.7,0.2
Nc1nc(Cl)nc(NCc2ccco2)c1[N+](=O)[O-],11,5,-1.1,0.1
Clc1ccc(CNc2ccc3ncc(-c4cncnc4)n3n2)cc1Cl,1,-19,-0.1,-0.6
Clc1ccccc1N1CCN(c2ncnc3c2c(-c2ccccc2)cn3-c2ccc(Br)cc2)CC1,3,9,-0.5,0.6
Cc1cc2c(cc1C)NC(CC(=O)Nc1cccc(Br)c1)C(=O)N2 (stereo unspecified),2,2,0.1,0.2
O=C(CSc1c(-c2ccccc2)[nH]c2ccccc12)N1CCCC1,2,16,-1.7,0.5
Cc1ccc(C)c(CSCC2Nc3ccc(C(=O)NCc4ccccc4)cc3NC2=O)c1 (stereo unspecified),-3,18,-1.5,0.9
COc1ccc2c(c1)OC(C)CN(CCC(=O)NCc1nonc1C)C2 (stereo unspecified),-5,20,-1.0,0.8
O=S1(=O)CCC(NCc2ccccc2F)C1 (stereo unspecified),6,9,1.0,0.1
Cc1ccc(-n2nc3c(c2NC(=O)Cc2ccc(F)cc2)CSC3)c(C)c1,4,2,-0.1,-0.2
CC(c1ccccc1)N1C(=S)NC(=NC(COc2ccccc2)C(C)(C)C)C12CCCC2 (stereo unspecified),3,-3,-1.5,0.1
COCCNC(=O)c1ccc2c(=O)n(CCc3ccc(OC)c(OC)c3)c(=S)[nH]c2c1,-18,-12,-1.7,0.0
O=C1C2C3c4ccccc4C(c4ccccc43)C2C(=O)N1c1ccc2ccccc2c1 (stereo unspecified),-3,-9,-1.5,0.0
O=C(CN(Cc1ccccc1)S(=O)(=O)c1ccc2c(c1)OCCO2)N1CCCCC1,8,14,0.1,0.6
O=C(CN1CCC(O)(c2ccccn2)CC1)N1CCCC1,5,18,-0.9,0.2
C=CC[C@H]1Cc2c(cccc2[N+](=O)[O-])[C@H](CC=C)N1,7,23,-0.7,0.1
COC(=O)c1ccccc1NC(=O)NC(C)(C)C,5,0,1.0,0.1
Cc1cccc2c1C(=O)C(=O)N2,-3,-2,0.3,-0.1
O=C(Cc1cccs1)N/N=C\c1ccc([N+](=O)[O-])s1,5,4,4.7,-0.1
Cn1[nH]c(=O)c2ccccc2c1=O,-3,8,-0.1,0.1
Cc1cc(NC(=O)c2ccco2)ncc1NC(=O)c1cccc(F)c1,-47,2,-0.9,0.0
CCOc1ccc(N(CC(=O)Nc2cc(C)ccc2OC)S(C)(=O)=O)cc1,-1,10,2.4,0.8
Cc1ccc(-n2c(=S)[nH]c3c(sc(=S)n3-c3ccc(C)c(C)c3)c2=O)cc1,-12,1,-0.9,-0.1
Cc1nnc(SCC(=O)N(C)C2CCCCC2)s1,-11,-7,1.1,-0.1
COc1cc(Nc2nc(N3CCN(Cc4ccc5c(c4)OCO5)CC3)nc3c2ncn3CCN2CCCC2=O)cc(OC)c1OC,12,6,1.6,0.5
Oc1ccc(CCNc2nc(N3CCN(c4ccccn4)CC3)nc3c2ncn3Cc2ccc(C(F)(F)F)cc2)cc1,-1,12,2.6,-0.1
COc1ccccc1C1CC(c2c(-c3ccccc3)c3cc(C)ccc3[nH]c2=O)=NN1C(=O)CCC(=O)O (stereo unspecified),4,-7,0.4,0.1
Cn1ccnc1SCC(=O)Nc1ccc2nc(SCC(=O)NC3CC3)sc2c1,-41,-7,0.0,0.0
